# VHR inh abs – VHR1 phosphatase inhibitors, primary screen, biochemical, absorbance, uHTS | Dual specificity protein phosphatase 3 (Homo sapiens), P51452 | recombinant VHR phosphatase, pNPP absorbance | 0.52% of 290,000 active | inhibition, % at 13.3 µM | AID 1654, 2009; in the data active = inhibition above about 50%; note: some compounds called inactive have numbers as strong as hits
# Target sequence (P51452 whole entry, looked up): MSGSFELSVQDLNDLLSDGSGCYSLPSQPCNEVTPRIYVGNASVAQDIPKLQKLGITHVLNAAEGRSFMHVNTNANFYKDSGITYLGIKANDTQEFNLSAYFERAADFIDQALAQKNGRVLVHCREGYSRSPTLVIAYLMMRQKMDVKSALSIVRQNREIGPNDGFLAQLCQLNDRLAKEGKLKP
# 3CLpro inhibitor – SARS-CoV 3CLpro protease inhibitors, primary screen, biochemical, quenched FRET | recombinant SARS-CoV 3CLpro, quenched FRET peptide cleavage | AID 1706, 2009 | inhibition, % at 6 µM | 0.14% of 290,000 active; in the data active = inhibition above about 12%
# Anthrax LF prot – Bacillus anthracis LF protease inhibitors, primary screen, biochemical, multiplex microsphere, MLPCN library | Lethal factor (Bacillus anthracis), P15917 | multiplex microsphere protease cleavage assay | inhibition, % at 10 µM | 0.12% of 360,000 active | AID 588501, 2011; note: plate controls were buffer without enzyme for full effect and enzyme alone for no effect
# SSB-PriA inh – inhibitors of Klebsiella pneumoniae PriA binding to SSB C-terminal tail, primary screen, biochemical, AlphaScreen. PriA–SSB C-terminal tail interaction (Klebsiella pneumoniae). AlphaScreen SSBct-PriA binding, biotinylated peptide. inhibition, % at 33 µM. 0.6% of 430,000 active. AID 1272365, 2023; in the data active = inhibition mostly above about 37%, no sharp cut-off; inactive = mostly below about 20%;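 note: plate controls were negative control peptide for no effect and reference peptide for full effect; strong numbers were not always called active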
# CCHF vOTU inh – CCHFV vOTU protease inhibitors, primary screen, biochemical, Pep-AMC substrate, fluorescence; 0.55% of 370,000 active; inhibition, % at 11.5 µM; Crimean-Congo hemorrhagic fever virus L polyprotein viral ovarian tumor (vOTU) protease …; AID 651958, 2012; in the data active = inhibition above about 30%; note: 0% = vehicle wells with enzyme and 100% = no enzyme wells
# BoNT F protease – BoNT/F light chain protease inhibitors, primary screen, biochemical, flow cytometry, MLPCN library; Multiplex microsphere protease cleavage assay; AID 588497, 2011; 0.22% of 360,000 active; inhibition, % at 10 µM; in the data active = inhibition above about 35%, passing the limit was not always enough; inconclusive = no clear call, values can overlap the other calls; note: plate controls were buffer without enzyme for full effect and enzyme alone for no effect
# PrPC surface inh – inhibitors of human cell surface prion protein PrPC, primary screen, cell-based, TR-FRET; Major prion protein (Homo sapiens), P04156; TR-FRET read-out; inhibition, % at 13.8 µM; 0.43% of 370,000 active; AID 720596, 2013; in the data active = inhibition above about 24%; note: 0% = median of the test wells and 100% = reference compound wells
# BoNT-A LC inh2 – BoNT/A light chain protease inhibitors, primary screen, biochemical, flow cytometry, MLPCN library. Botulinum neurotoxin type A light chain protease (Clostridium botulinum A str. ATCC 3502). 0.17% of 360,000 active. inhibition, % at 10 µM. multiplex microsphere protease substrate cleavage; note: plate controls were buffer without enzyme for full effect and enzyme alone for no effect
# Rv3671c protease – Rv3671c serine protease inhibitors, primary screen, biochemical, fluorescence polarization, M. tuberculosis H37Rv | inhibition, % at 5.96 µM | 0.048% of 320,000 active | AID 2606, 2010; in the data active = inhibition above about 38%;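 note: extracellular domain of Rv3671c used as enzyme; 0% = enzyme with DMSO and 100% = no enzyme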
# Target sequence (P9WHR9 whole entry, looked up, the tested form may be a part): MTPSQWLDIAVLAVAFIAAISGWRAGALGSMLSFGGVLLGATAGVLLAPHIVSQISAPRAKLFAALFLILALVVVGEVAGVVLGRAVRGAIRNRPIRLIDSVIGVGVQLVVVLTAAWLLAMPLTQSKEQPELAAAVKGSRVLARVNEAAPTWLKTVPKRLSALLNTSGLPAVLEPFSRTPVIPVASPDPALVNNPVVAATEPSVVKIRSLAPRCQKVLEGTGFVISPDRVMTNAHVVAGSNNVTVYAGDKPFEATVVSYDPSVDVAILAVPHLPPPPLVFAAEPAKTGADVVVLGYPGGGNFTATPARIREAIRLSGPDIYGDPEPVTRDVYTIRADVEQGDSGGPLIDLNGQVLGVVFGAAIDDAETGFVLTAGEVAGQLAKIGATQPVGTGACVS
# MazF activator – activators of E. coli MazEF toxin-antitoxin RNase, primary screen, biochemical, fluorescence, uHTS. FAM/BHQ RNA-DNA oligo cleavage fluorescence, 5 h. activation, % at 20 µM. 0.32% of 350,000 active; in the data active = activation above about 50%
# Target sequence (P0AE70 whole entry, looked up): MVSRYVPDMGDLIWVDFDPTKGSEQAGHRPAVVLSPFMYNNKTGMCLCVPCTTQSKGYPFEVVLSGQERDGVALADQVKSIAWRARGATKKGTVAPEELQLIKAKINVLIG
# An asterisk follows results filed as active; ? = inconclusive; / = no result given; & = joins results of further samples. Cut-off read from the data, not from the text of the source, unless noted: active = inhibition above about 30%; inconclusive = no clear call, values can overlap the other calls; inactive = below that.
SMILES,VHR inh abs,3CLpro inhibitor,Anthrax LF prot,SSB-PriA inh,CCHF vOTU inh,BoNT F protease,PrPC surface inh,BoNT-A LC inh2,Rv3671c protease,MazF activator
CCOC(=O)C(NC(=O)c1ccccc1)(N1CCCC1=O)C(F)(F)F (centres undefined),-30,-1,-2,-7,6,-5,4,-0.2,-1,-2
Cc1noc(NC(=O)c2ccccc2)c1C#N,-22,7,-4,-4,0,-11,6,-0.7,4,0
Cn1c(=O)oc2ccc(C(=O)CSc3nnnn3-c3ccccc3)cc21,42,-5,-8,-8,-2,-1,1,?,-2,-9
c1ccc(CCC2CCCCN2Cc2nc(-c3ccc4c(c3)OCO4)no2)nc1 (centres undefined),4,-2,-4,4,-2,-8,0,-0.4,-3,-3
CCCCNC(=O)COC(=O)c1cc(F)c(F)cc1Cl,10,0,-1,-19,-18,-1,-4,-0.4,3,-2
O=C(CCC(=O)N1CCN(C2CCCCC2)CC1)Nc1nnc(C(F)(F)F)s1,15,0,-1,-17,-2,-6,0,0.8,-8,6
CCN(CC(=O)NC(C)C)C(=O)[C@H](C)NC(=O)c1ccc(Br)cc1,-1,1,-2,3,-3,0,5,-0.3,11,1
O=C(Nc1ccccc1)Nc1cc([N+](=O)[O-])ccc1F,5,3,-1,2,11,-9,-23,0.5,-5,-2
Cc1ccc(Oc2nc3ccccn3c(=O)c2/C=C(\C#N)C(=O)Nc2c(C)n(C)n(-c3ccccc3)c2=O)cc1,-4,-2,-2,-13,6,-3,1,0.3,-2,-4
COc1ccc(C2=NOC3(CC(=O)N(c4ccc5ccccc5c4)C3=O)C2)c(OC)c1 (centres undefined),27,-4,-2,-7,6,-7,3,?,3,0
c1ccc2c(CN3CCOCC3)csc2c1,24,-2,2,2,2,-4,4,0.6,2,-4
CON=C1CCN(c2ncc(C(F)(F)F)cc2Cl)CC1,17,-1,1,1,-1,1,-1,?,1,-8
Cn1c(N)c(C(=O)COC(=O)c2ccc3ccccc3c2)c(=O)n(C)c1=O,/,/,-3,-2,8,-1,-6,0.4,4,10
CCN(CC)S(=O)(=O)c1cccc(C(=O)NC(C(=O)NCCc2ccccn2)C(C)C)c1 (centres undefined),/,/,2,-4,4,2,3,0.9,-4,-1
Cc1oc2ccc(OCc3ccc(Br)cc3)cc2c1C(=O)O,10,9,-11,-5,0,-15,-1,-2.9,1,6
COC(=O)C/C=N/N=C1/NC(=O)/C(=C/C(=O)O)S1,12,1,10,/,7,-2,-3,-0.1,5,-5
CSc1ccccc1NC(=O)COC(=O)c1cnc(C)cn1,/,/,-2,-10,3,10,-3,3.2,0,6
Cc1ccc(C(CNS(=O)(=O)c2ccc(Br)cc2)N2CCN(C)CC2)cc1 (centres undefined),/,/,-2,-6&-10,-4,-9,-8,0.5,-2,6
O=C(N=C1SC2CS(=O)(=O)CC2N1c1ccccc1)C1CCCCC1 (centres undefined),-15,11,-2,-9,16,1,1,-0.5,2,8
CC1(C)CC(=O)C2=C(C1)N(N1CCOCC1)C(N)=C(C#N)C2c1cccs1 (centres undefined),-8,-2,0,7,7,-18,2,-1.0,12,0
CC1CCN(C(=O)c2ncn3c2c(=O)[nH]c2cccnc23)CC1,/,/,-7,/,3,-5,1,-0.2,/,9
CCCn1c(SCC(=O)Nc2ccc(NC(C)=O)cc2)nc2c1c(=O)n(C)c(=O)n2C,-15,1,-7,-4,10,-16,-5,1.1,4,2
N#Cc1ccc(NC(=O)CN2C(=O)NC(Cc3ccccc3)C2=O)cc1 (centres undefined),22,-8,-4,-12,6,-5,-9,0.1,-2,6
CCCNCc1cc(OC)c(OCC(=O)Nc2ccccc2)cc1Br,38,-1,-3,-11,-5,-9,1,-0.8,-4,9
O=C(c1ccc(NS(=O)(=O)c2ccccc2)cc1)N1CCN(Cc2ccc3c(c2)OCO3)CC1,-2,-2,4,9,5,-16,-6,-1.1,0,-6

# Further compounds follow:
SMILES,VHR inh abs,3CLpro inhibitor,Anthrax LF prot,SSB-PriA inh,CCHF vOTU inh,BoNT F protease,PrPC surface inh,BoNT-A LC inh2,Rv3671c protease,MazF activator
CC(=O)Nc1ccc(NC(=O)CSc2n[nH]c(-c3cccs3)n2)cc1,/,/,-4,-9,12,-16,-2,-2.2,-2,-8
COc1ccc(NC(=O)c2cn(-c3ccccc3)nc2-c2ccncc2)cc1,11,-4,-10,-5,-8,-4,-8,-0.4,3,5
COc1cccc(CN(C)C(=O)c2cccc(S(=O)(=O)NCc3ccccc3)c2)c1OC,/,/,-3,-5,2,-11,-1,-3.0,0,6
CCOC(=O)c1sc(NC(=O)CSc2ncn(-c3ccccc3)n2)nc1C,6,-3,3,-13,-8,4,2,1.0,2,-7
O=C(Cn1cc(S(=O)(=O)Cc2ccccc2F)c2ccccc21)N1CCOCC1,18,-1,-4,8,6,-1,1,-0.4,-7,-16
O=C(N/N=C/c1cc([N+](=O)[O-])ccc1Cl)c1ccc2nc[nH]c2c1,3,-1,-1,/,-3,3,-9,0.4,-15,1
CCCCNC(=O)c1nc(C2CCN(S(=O)(=O)c3c(F)cccc3F)CC2)oc1-c1cccc(C(F)(F)F)c1,/,/,3,/,18,-1,2,-0.4,/,/
CC(C)CCN1C(Nc2ccccc2)=NC[C@@H]1C,9,-4,2,-7,-11,-7,-4,0.2,1,9
CSc1ccccc1NC(=O)c1ccc([N+](=O)[O-])cc1,22,0,3,13,-8,-1,-29,0.4,6,-6
COc1ccc(-c2cccc(NC(=O)c3cccs3)c2)nn1,/,/,/,3,4,/,5,/,-18,7
CC1=CCC2C(=O)N(c3nc(C)cc(C)n3)C(=O)C2C1 (centres undefined),-1,3,4,-7,-10,6,2,-0.3,2,-3
C/C(=N\N=c1/sc2ccccc2n1C)c1ccccn1,15,0,-2,/,-8,-1,-7,-0.3,-5,0
COc1ccc(C2/C=C\CN(Cc3ccncc3)CC(=O)N2Cc2ccc(F)cc2)cc1 (centres undefined),4,/,-2,-2,-6,-1,-2,0.2,5,0
CCOC(=O)C1CCN(CCC(=O)Nc2ccc(Br)cc2)CC1,23,1,0,-6,13,?,-6,-1.9,3,0
CCOc1ccc(N2C(=O)c3cccnc3C2=O)cc1,20,-2,-3,-4,0,3,11,2.8,-12,-12
Cc1nn(-c2ccc(F)cc2)c(C)c1CN1CCN(Cc2ccccc2)C(CCO)C1 (centres undefined),21,0,-6,-11,1,-5,-12,0.0,7,2
CC(=O)Nc1ccc(C2=NN(C)C(=NCc3ccccc3)SC2)cc1,51*,-3,-5,5,7,-10,6,0.2,-3,11
Cc1nn(C)cc1S(=O)(=O)N1CCN(c2cccc(Cl)c2)CC1,6,0,0,4,-13,0,2,-1.1,-2,0
CN1CCN(c2oc(-c3cccs3)nc2S(=O)(=O)c2ccccc2)CC1,6,0,-3,2,5,-6,-5,-0.8,0,-2
O=C(CN1C(=O)S/C(=C/c2ccc(N3CCOCC3)cc2)C1=O)N1CCOCC1,-8,-1,-4,-10,17,-1,4,0.8,-5,9
COc1cccc(C(=O)N2CCN(C3CCC(c4ccccc4)CC3)CC2)c1 (centres undefined),28,3,-7,-1,25,-6,0,0.2,/,3
Cc1ccc(-c2nn(C)c(=O)c3ccccc23)cc1CN1CCOCC1,2,-1,-5,1,3,9,-1,0.6,5,5
CCCSc1nnc(CSc2nc3ccccc3s2)n1-c1ccccc1,19,6,-3,-25,-4,-6,6,-1.4,2,-6
Cc1cccc[n+]1CC(=O)c1ccc([N+](=O)[O-])cc1,/,/,7,-2,-12,?,-22,1.5,/,-3
Cc1nn(C(C)(C)C)c(OC(=O)c2ccc3c(c2)OCO3)c1Sc1ccccc1,7,-1,-4,1,15,-10,-3,0.3,0,5

# (list continues)
SMILES,VHR inh abs,3CLpro inhibitor,Anthrax LF prot,SSB-PriA inh,CCHF vOTU inh,BoNT F protease,PrPC surface inh,BoNT-A LC inh2,Rv3671c protease,MazF activator
Cc1cc(-c2nnc(CCC(=O)NCc3ccc(F)c(F)c3)o2)no1,4,0,-4,-8,10,-5,-2,-0.2,-4,-10
Cc1cc(C(=O)COC(=O)c2cccnc2Cl)c(C)n1CC1CCCO1 (centres undefined),14,-1,0,5,6,0,1,0.0,4,1
O=C(Nc1nc2ccccc2[nH]1)c1ccc(OC(F)F)cc1,15,3,0,5,12,-12,-8,-0.9,-8,1
Cc1ccc2nc(NC(=O)CCNS(=O)(=O)c3cccs3)sc2c1,14,-2,-8,-14,0,9,11,-0.5,-14,5
CN(C)c1ccc(N2C(=NC(=O)C3CCCO3)SC3CS(=O)(=O)CC32)cc1 (centres undefined),61,0,-5,12,3,-2,-8,0.9,-4,0
CCOC(=O)Cn1cc(C(=O)c2ccco2)c2ccccc21,6,-1,0,-20,12,-7,4,-1.1,-8,2
COc1ccc(N/C=C/C(=C(C#N)C#N)N(C)C)cc1,17,-4,-3,3,-5,-6,2,0.0,12,-3
O=C(NCc1cccc(C(F)(F)F)c1)c1cc(Cl)ccc1Cl,-2,7,0,-14,-2,-2,-8,-0.9,5,-2
O=C(Nn1c(O)c(C=C2N=c3ccccc3=N2)sc1=S)c1ccccc1Cl,-11,0,65*,20,7,55*,20,61*,8,-6
COc1ccccc1OCCC(=O)OCC(=O)Nc1ccc(Br)cc1,25,1,0,-2,-7,-5,11,-0.6,5,-2
O=C(NNC(=O)C1CC1)Nc1ccc(Cl)cc1,13,-3,-2,-6,-12,4,7,-0.1,/,-11
Cc1ccc(N2CC(C(=O)N(C)CC(=O)Nc3ccc(Cl)c(C(F)(F)F)c3)CC2=O)cc1 (centres undefined),/,/,/,-7,6,/,-2,/,2,-3
CC(=O)CC(c1ccc([N+](=O)[O-])cc1)c1c(O)c2ccccc2oc1=O (centres undefined),13,2,-2,-5,-1,-4,-10,0.3,-1,7
CCN(CC(=O)NCc1ccc(F)cc1)C(=O)/C=C/c1cc(OC)ccc1OC,21,1,-16,-23,-91,-27,-1,-7.6,/,4
CCCCN(C=O)c1c(CC)nc2ccc(C(=O)NCCCN3CCCC3=O)cn12,/,/,-4,/,1,4,-3,0.1,/,/
O=c1cc(C(F)(F)F)nc(-n2[nH]c3c(c2=O)CCCC3)[nH]1,9,-7,3,-8,-2,-3,-2,0.1,7,-23
Cc1cc(C)c(S(=O)(=O)Nc2cccc(S(=O)(=O)NC3=NCCC3)c2)c(C)c1,30,-1,2,-7,2,-2,8,0.2,-4,2
N/C(=N\c1nc(CSc2nnnn2-c2ccccc2)cc(=O)[nH]1)Nc1ccccc1,49,-3,/,/,10,/,1,/,2,/
N#CCCN(C(=O)CCl)c1cccc(Cl)c1,22,-1,-4,-4,7,4,-1,1.7,10,8

# Single values from the entries so far:
# Rv3671c protease with Cc1cc(C(=O)COC(=O)c2cccnc2Cl)c(C)n1CC1CCCO1 (centres undefined) reads 4
# BoNT F protease with CCCCN(C=O)c1c(CC)nc2ccc(C(=O)NCCCN3CCCC3=O)cn12 reads 4

# 2 of the compounds above, field by field:
> O=C(NCc1cccc(C(F)(F)F)c1)c1cc(Cl)ccc1Cl
  VHR inh abs: -2 | 3CLpro inhibitor: 7 | Anthrax LF prot: 0 | SSB-PriA inh: -14 | CCHF vOTU inh: -2 | BoNT F protease: -2 | PrPC surface inh: -8 | BoNT-A LC inh2: -0.9 | Rv3671c protease: 5 | MazF activator: -2

> O=C(Nn1c(O)c(C=C2N=c3ccccc3=N2)sc1=S)c1ccccc1Cl
  VHR inh abs: -11 | 3CLpro inhibitor: 0 | Anthrax LF prot: 65* | SSB-PriA inh: 20 | CCHF vOTU inh: 7 | BoNT F protease: 55* | PrPC surface inh: 20 | BoNT-A LC inh2: 61* | Rv3671c protease: 8 | MazF activator: -6

# Not all compounds are listed. The share of hits here may be higher or lower than overall.
